Pol eta inh – qHTS for Inhibitors of Polymerase Eta | recombinant Pol eta, fluorescent DNA replication assay | Potency, µM (titrated, usually from 114 µM), for inactives: at the highest dose activity change, negative = inhibition, most hits filed as inhibitors | 1.2% of 390,000 active | AID 588591, 2011; further: potency means the concentration at half of the fitted maximal effect; on the % scale 0 is the no-effect control and ±100 the full control effect
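Pol eta (10 nM) was preincubated with compounds for 15 min at room temperature, after which fluorescent replication substrate (50 nM final) was added to start the reaction. Fluorescence was read kinetically at 0 and 10 min.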
HP1b chromo inh – HTS for Inhibitors of HP1-beta Chromodomain Interactions with Methylated Histone Tails; Chromobox protein homolog 1 (Homo sapiens), P83916; AlphaScreen HP1-beta / biotin-H3K9me3 peptide binding; Potency, µM (doses to about 114 µM), inactives show at the top dose activity change, negative = inhibition, hits mostly inhibitors; 0.56% of 390,000 active; further: potency means the concentration at half of the fitted maximal effect; nearly all actives have a fitted effect of over 70% in size; inactives centre near 23
Target sequence (P83916 whole entry, looked up): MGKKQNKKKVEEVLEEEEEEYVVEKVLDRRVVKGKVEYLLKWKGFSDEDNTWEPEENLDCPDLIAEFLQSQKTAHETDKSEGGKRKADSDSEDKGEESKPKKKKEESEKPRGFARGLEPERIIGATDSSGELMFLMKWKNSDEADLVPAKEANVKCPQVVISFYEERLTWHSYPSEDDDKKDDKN
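HP1-beta protein (50 nM final) preincubated 30 min at room temperature with biotinylated H3(1-18)K9me3 peptide (50 nM) in PBS pH 7.4, 0.01% Tween-20, then compound added for 30 min. AlphaScreen streptavidin donor/nickel chelate acceptor beads (10 ug/mL final), 30 min dark, luminescence read.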
GLS inhibitor – qHTS for Inhibitors of Glutaminase (GLS). Glutaminase kidney isoform, mitochondrial (Homo sapiens), O94925. GLS enzymatic activity, qHTS titration. Potency, µM (doses to about 45.5 µM), without a hit: at the highest dose activity change, negative = inhibition, actives largely listed as inhibitors. 0.21% of 410,000 active. AID 624170, 2012; further: potency means the concentration at half of the fitted maximal effect; on the % scale 0 is the no-effect control and ±100 the full control effect
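Coupled fluorescence readout: glutamate oxidase/HRP/Amplex Red detect glutamate formed by hKGA from L-glutamine (1 mM solution added). Buffer 45 mM KH2PO4 pH 8.2, 0.02% Tween-20; reads at t0 and 30 min RT.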
G9a inh – qHTS Assay for Inhibitors of Histone Lysine Methyltransferase G9a; Histone-lysine N-methyltransferase EHMT2 (Homo sapiens), Q96KQ7; G9a H3K9 monomethylation, AlphaScreen, 2 h; 8.8% of 350,000 active; Potency, µM (top dose mostly 102 µM), without a hit: top-dose activity, negative = inhibition, actives largely listed as inhibitors; AID 504332, 2011; further: potency means the concentration at half of the fitted maximal effect; on the % scale 0 is the no-effect control and ±100 the full control effect; nearly all actives have a fitted effect of over 75% in size
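Chemiluminescent proximity detection of H3K9 monomethylation, read after 10 min bead incubation in the dark. Reaction: 20 nM G9a, 500 nM biotin-H3K9 peptide, 20 uM SAM cofactor, 2 h, room temperature, following 15 min enzyme-compound preincubation.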
Pin1 inhibitor – qHTS Assay to Find Inhibitors of Pin1 | Potency, µM (highest dose often 115 µM), inactives show at the highest dose activity, negative = inhibition, most hits filed as inhibitors | Pin1 FP peptide displacement, HiFluor488, 10 min | AID 504891, 2011 | 0.009% of 390,000 active; active means well fitted inhibition curve with a large enough effect in the polarisation, with a control signal flat, not every such curve was filed as active; inconclusive means small, poorly fitted or top-dose-only effect, or effect the other way, or a change in a side signal; inactive means no such curve, though single readings can be large or run the other way; the % refers to the polarisation; further: potency means the concentration at half of the fitted maximal effect; on the % scale 0 is the no-effect control and ±100 the full control effect
PI4K2A block – qHTS for small molecular inhibitors of PI4K2A; Phosphatidylinositol 4-kinase type 2-alpha (Homo sapiens), Q9BTU6; purified PI4K2A, ADP-Glo luminescence, 1 h; active compounds read low; activity change, negative = inhibition, % at 76.9 µM; 0.13% of 420,000 active; in the data active means activity change below about -50%; inconclusive means mostly about -30% to -49%;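 further: -100% = wells without enzyme as full effect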
Target sequence (Q9BTU6 whole entry, looked up): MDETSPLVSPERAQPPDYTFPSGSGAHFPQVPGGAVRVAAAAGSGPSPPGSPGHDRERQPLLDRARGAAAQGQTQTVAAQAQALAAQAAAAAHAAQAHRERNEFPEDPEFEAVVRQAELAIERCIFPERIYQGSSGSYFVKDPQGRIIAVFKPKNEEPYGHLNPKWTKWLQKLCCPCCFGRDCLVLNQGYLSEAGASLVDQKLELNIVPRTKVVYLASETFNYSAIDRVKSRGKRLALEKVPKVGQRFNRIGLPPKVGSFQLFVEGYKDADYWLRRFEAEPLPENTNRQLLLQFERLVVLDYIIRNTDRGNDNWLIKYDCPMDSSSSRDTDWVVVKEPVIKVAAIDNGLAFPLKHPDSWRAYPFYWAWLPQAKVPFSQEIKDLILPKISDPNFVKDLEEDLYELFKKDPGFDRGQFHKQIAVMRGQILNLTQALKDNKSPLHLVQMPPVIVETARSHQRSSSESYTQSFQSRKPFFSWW
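Compounds are screened against recombinant PI4K2A using PI as substrate and ATP, the latter dispensed at 300 microM. Reactions run one hour at ambient temperature before ADP-Glo detection; full inhibition defined by wells lacking enzyme.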
JMJD2A Tudor inh – qHTS Assay for Inhibitors of JMJD2A-Tudor Domain | 4.4% of 390,000 active | Potency, µM (highest dose often 114 µM), for inactives: at the highest dose activity change, negative = inhibition, hits mostly inhibitors | AlphaScreen JMJD2A-Tudor / H3K4me3 peptide binding | AID 504339, 2011; further: potency means the concentration at half of the fitted maximal effect; on the % scale 0 is the no-effect control and ±100 the full control effect; nearly all actives have a fitted effect of over 50% in size
BAZ2B block – qHTS Assay for Inhibitors of BAZ2B; AlphaScreen BAZ2B-H3K14Ac peptide displacement; Potency, µM (highest dose often 114 µM), without a hit: at the highest dose activity change, negative = inhibition, usual class: inhibitors; 4.4% of 360,000 active; Bromodomain adjacent to zinc finger domain protein 2B (Homo sapiens), Q9UIF8; further: potency means the concentration at half of the fitted maximal effect; on the % scale 0 is the no-effect control and ±100 the full control effect; nearly all actives have a fitted effect of over 60% in size
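AlphaScreen displacement of biotin-H3(5-23)K14Ac peptide (50 nM final) from BAZ2B (50 nM final) in PBS pH 7.4, 0.01% Tween-20; complex preformed 30 min RT, then compounds (top 110 uM) 30 min RT, beads 20 min dark.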
Tb PGK inh – qHTS Assay to Find Inhibitors of Phosphoglycerate Kinase | Phosphoglycerate kinase, glycosomal (Trypanosoma brucei brucei), P07378 | PGK/GAPDH coupled, Kinase-Glo luminescence, 60 min | Potency, µM (titrated, usually from 57.5 µM), inactives show at the top dose activity change, negative = inhibition, most hits filed as inhibitors | 0.043% of 380,000 active | AID 602233, 2012; further: potency means the concentration at half of the fitted maximal effect; on the % scale 0 is the no-effect control and ±100 the full control effect; nearly all actives have a fitted effect of over 60% in size
Target sequence (P07378 whole entry, looked up): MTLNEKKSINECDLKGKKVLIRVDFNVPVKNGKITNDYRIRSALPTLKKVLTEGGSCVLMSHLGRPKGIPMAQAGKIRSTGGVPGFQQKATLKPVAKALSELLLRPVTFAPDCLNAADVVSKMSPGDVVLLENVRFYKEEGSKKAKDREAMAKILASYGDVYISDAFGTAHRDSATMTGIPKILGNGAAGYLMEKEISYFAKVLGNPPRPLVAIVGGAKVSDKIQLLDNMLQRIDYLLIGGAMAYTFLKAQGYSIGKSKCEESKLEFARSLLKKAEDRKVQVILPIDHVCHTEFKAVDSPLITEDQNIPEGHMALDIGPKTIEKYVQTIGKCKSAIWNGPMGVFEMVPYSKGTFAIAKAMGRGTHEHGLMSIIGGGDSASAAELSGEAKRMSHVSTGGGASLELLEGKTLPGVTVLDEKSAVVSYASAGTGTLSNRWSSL
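Luminescent ATP detection (Kinase-Glo Plus) follows a 60-minute room-temperature incubation, with wells lacking PGK as controls. Buffer: 100 mM TEA (pH 7.6), 5 mM MgCl2, 0.01% Tween-20. Coupling enzyme GAPDH (100 nM final) supplies unstable 1,3-BPG in-well.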
* = called active by the depositor; i = inactive; u = inconclusive; x = not tested or not shown; & = joins results of further samples; [ ] = dose if it differs, or a comment. Unless noted, the call rests on the fitted dose curve; in most records, active means well fitted curve in the direction sought with a large enough effect; inconclusive means small, poorly fitted or top-dose-only effect, or another doubt; inactive means no such curve, though single readings can be large; an effect the other way counts as inactive or inconclusive. Some of the compounds tested (hit frequency here may not be typical).

Each structure is followed by: Pol eta inh | HP1b chromo inh | GLS inhibitor | G9a inh | Pin1 inhibitor | PI4K2A block | JMJD2A Tudor inh | BAZ2B block | Tb PGK inh
CC(Sc1nnc(C2CC2)n1C1CC1)C(=O)N(C)Cc1cccc(F)c1 (stereo not drawn)
→ 4.6% | 26.4% | 0.7% | 17.8%[59 µM] | -0.5% | 2.2 | -1.7% | -6.9% | -4.2%
CN1CCN(c2ccccc2NC(=O)c2ccc(OCc3ccccc3)cc2)CC1
→ -8.2% | -29.6% | 7.1% | -6.1%[59 µM] | -3.4% | 3.6 | u | -31.5% | i
COc1cccc(-c2nc(SC)nc3sc(C(=O)NC(C)(C)C)c(N)c23)c1
→ -19.4% | 103.8%[activator] | 2.7% | x | 39.9%[activator] | -1.5 | 7.9%&6.1% | x | -7.4%
Cn1cnc2cc(NCc3ccccc3O)ccc21
→ -0.1% | 2.7% | 3.3% | -0.6% | -5.6% | -3.5 | -26.6% | -28.4% | -6.5%
O=c1ccnc(Sc2ncccc2[N+](=O)[O-])[nH]1
→ -8.5% | 51.0%[activator] | 0.4% | u | -0.3% | -7.3 | -7.9% | 3.5% | 1.8%
CCC(=O)Nc1cccc(NC(=O)CSc2nnc(C3CC3)n2C)c1
→ -13.0% | 18.9% | 2.2% | 3.0%[59 µM] | 0.3% | -0.2 | -7.3% | 20.2% | -3.1%
CCOC(=O)Cc1csc(NC(=O)Nc2cccs2)n1
→ -13.6% | 20.3% | 16.9% | 39.4%[0.501 µM] | 1.8% | -2.0 | -23.2% | -7.9% | -2.0%
Cc1ccc(C(=O)N/N=C/c2cc(C)n(-c3ccc(Br)cc3)c2C)cc1[N+](=O)[O-]
→ 6.8% | 20.7% | -4.0% | 0.2% | 1.2% | -5.0 | -29.5% | -32.0%[57.1 µM] | 0.1%
COc1ccc(Br)cc1CN(C)CC(=O)Nc1c(Cl)ccc(C)c1Cl
→ -15.3% | 64.1%[activator] | 6.9% | 21.3% | 5.6% | 0.8 | -2.8% | 4.6% | -7.7%
CNC(=O)CN(c1ccc(C23CC4CC(CC(C4)C2)C3)cc1)S(C)(=O)=O
→ -10.0% | 31.6% | 1.7% | -7.4% | -1.0% | 0.9 | -3.4% | -9.4% | -5.6%
O=[N+]([O-])c1ccc(NCc2ccncc2)cc1
→ -26.0% | 29.5% | -1.9% | 3.1% | -2.7% | -1.1 | -14.8% | -27.5% | 2.3%
Cc1cccc2cc(CN(CCN3CCCC3)C(=O)NC3CCCCC3)c(=O)[nH]c12
→ -10.4% | 21.2% | 2.1% | 3.5%[59 µM] | 14.0% | 0.7 | -8.4% | 0.8% | -1.8%
O=[N+]([O-])c1c(O)c(Cl)cc(Cl)c1Cl (tested in a mixture with another compound)
→ -4.2% | -12.5% | -3.8% | x | 3.3% | -0.8 | -14.5% | x | -0.7%
CCN(CC)C(=O)c1ncn2c1c(=O)[nH]c1ccccc12
→ -11.3% | x | -0.1% | x | x | -1.6 | x | x | -4.3%
CCCCCCCNC(=O)CN1C(=O)CSc2ccc(S(=O)(=O)N3CCOCC3)cc21
→ -14.2% | 25.4% | -5.4% | 16.8% | 0.7% | 6.1 | -11.1% | -1.1% | -2.9%
NS(=O)(=O)c1cccc(NC(=O)COC(=O)C2CCCCC2)c1
→ -14.6% | 45.0%[activator] | -9.2% | 7.3% | -1.0% | 4.1 | -0.7% | x | -4.4%
CCOC(=O)c1c(S(=O)(=O)N2CCCC(C(=O)N3CCN(c4ccccc4)CC3)C2)c(C)n(C)c1C (stereo not drawn)
→ -8.5% | -11.1% | 37.9%[activator] | -1.8%[59 µM] | 4.5% | -3.0 | u | -29.7% | i
COc1cc(=O)[nH]c(SC(C)C(=O)Nc2cc(C)on2)n1 (stereo not drawn)
→ -2.0% | 26.9% | 1.1% | 13.5% | -5.5% | 6.9 | -2.1% | -1.1% | -1.1%
COc1cc(NC(=O)COC(=O)/C=C/c2ccc(Cl)cc2Cl)cc(OC)c1
→ u | 27.6% | -0.7% | 7.7% | -2.1% | 0.4 | 4.6% | 11.4% | 0.8%
CN(CC(=O)Nc1ccc(S(=O)(=O)N2CCCC2)cc1)Cc1c(F)cccc1Cl
→ 3.8% | 10.3% | -10.3% | -25.8% | 29.6% | -3.8 | -12.4% | x | 0.7%
CC1CN(S(=O)(=O)c2cccc(C(=O)OCCOc3ccccc3)c2)CC(C)O1 (stereo not drawn)
→ -13.6% | 46.7%[activator] | -2.8% | 4.7%[12.7 µM] | -3.8% | -3.8 | 15.8% | 5.8% | -3.7%
CCCCn1c(N)c(N(CC(C)C)C(=O)c2ccco2)c(=O)[nH]c1=O
→ 0.6% | 27.1% | 5.1% | 50.1µM* | 0.4% | -1.2 | 4.3% | 9.4% | 5.0%
COCCOC(=O)c1c(C)n(C)c2ccc(OC(=O)c3ccccc3F)cc12
→ -7.2% | 31.0% | -18.1% | -6.1% | 1.8% | -3.5 | -9.0% | 3.0% | i
Cc1ccc(NC(=O)COC(=O)Cn2cnc3c2c(=O)n(C)c(=O)n3C)cc1F
→ -7.3% | 32.5% | 2.0% | -31.7% | 0.0% | 1.8 | -5.5% | 9.7% | -7.8%
O=C(c1ccccc1F)N1N=C(C(F)(F)F)CC1(O)c1ccccc1 (stereo not drawn)
→ -14.3% | x | 1.4% | x | x | -3.0 | x | x | -2.8%
N#CCSc1nc2cc(C(=O)N3CCC(C(N)=O)CC3)ccc2c2nc3ccccc3n12
→ 11.3% | 29.4% | 4.0% | -4.1%[59 µM] | u | -5.6 | 1.6%[57.1 µM] | -1.8% | -2.7%
CCNC(=O)c1ccccc1NC(=O)c1cccc(S(=O)(=O)N2CCC(C)CC2)c1
→ -17.1% | 21.6% | 3.2% | 21.6%[59 µM] | -1.0% | 1.8 | -11.5% | 3.1% | -4.4%
Cc1csc2nc(CCNS(=O)(=O)c3cccs3)cn12
→ -14.0% | 32.2% | 0.9% | -49.1% | -1.9% | -2.1 | -26.5% | -5.7% | -7.6%
C#CCNC(=O)C1=C[C@H](C(C)(C)C)C[C@H](OCCCCO)O1
→ -10.2% | 49.4%[activator] | -2.0% | x | 2.9% | -3.0 | -11.7% | x | 2.6%
O=C(CN1C(=O)CSc2ccc(S(=O)(=O)N3CCOCC3)cc21)NCc1ccc(F)cc1
→ -14.6% | 39.4%[activator] | -1.9% | 0.1%[59 µM] | -7.2% | 0.5 | -2.3% | -2.9% | 0.0%
C[C@@H]1CN([C@H](C)CO)C(=O)c2cc(Br)cnc2O[C@H]1CN(C)C(=O)Nc1ccc2c(c1)OCO2
→ -7.0% | x | -4.5% | x | x | -5.2 | x | x | i
Cc1[nH]c(=O)c(C#N)cc1-c1csc(-c2ccccc2)n1
→ -8.2% | 41.4%[activator] | -9.1% | -0.9% | 5.3% | 1.8 | -25.9% | -0.6% | -1.4%
COc1cc(/C=C/C(=O)Nc2ccncc2)cc(OC)c1OC
→ u | 1.1% | 3.6% | 12.7%[59 µM] | -2.8% | 2.3 | -7.4% | -4.8% | -7.1%
COCCSc1nc2c([nH]c3ccccc32)c(=O)n1-c1ccc(OC)c(OC)c1
→ -16.6% | 47.7%[activator][57 µM] | 5.3% | 0.5%[59 µM] | 1.8% | -7.8 | -4.5% | 33.5% | i
Fc1cccc(NC(=S)NC2CCCCCCC2)c1
→ -6.3% | 59.9%[activator] | 3.0% | x | u | 0.5 | 19.9% | 6.9% | -1.5%
Cc1ccc2nc(NC(=O)CCn3cccc3)sc2c1
→ -10.1% | 30.0% | 0.1% | 2.8% | 5.6% | -2.7 | -9.5% | -6.3% | -4.3%
N#Cc1ccc(C=NN2CCCCCC2)cc1
→ 3.6% | u | 2.5% | x | 0.5% | 1.3 | 35.5µM* | x | -0.6%
CN=CC1=C(O)CC(C)(C)CC1=O
→ -17.1% | 30.6% | -14.3% | -6.7%[2.33 µM] | 0.8% | 4.4 | 5.7% | -0.6% | i
Cc1ccccc1NC(=O)CC(=O)Nc1ccccc1C
→ -2.3% | 24.1% | -5.8% | 1.3% | 1.0% | 4.7 | -4.9% | 7.2% | i
COc1ccc(NC(=O)C2CCCN(S(=O)(=O)c3cnc[nH]3)C2)cc1 (stereo not drawn)
→ -19.4% | 44.1%[activator] | -8.6% | -11.3% | 2.0% | 2.0 | -7.6% | 10.6% | -8.1%
CCCCn1c(=O)[nH]c(=O)c2c1nc(-c1ccccn1)n2CC
→ -11.1% | 9.0% | 3.5% | -26.8% | -22.5% | -6.9 | -13.6% | u | -1.7%
CCCC1=C(C(=O)OCC)C(c2ccccc2OC)NC(=O)N1 (stereo not drawn)
→ -9.0% | 14.3% | 19.5% | -2.3% | 4.0% | -2.3 | 1.8% | 7.5% | 4.1%
CCOC(=O)NC(=O)CN1C(=O)NC2(CCc3ccccc32)C1=O (stereo not drawn)
→ -13.4% | 40.2%[activator] | 0.0% | 37.7% | -1.5% | 2.7 | -8.9% | 0.2% | -5.4%

Compound activity as filed in PubChem.
